Assay outcomes: PubChem BioAssay, several laboratories
DAGLB inhibitor: DAGLB lipase inhibitors, primary screen, biochemical, fluorescence, HTS. Diacylglycerol lipase-beta (Homo sapiens), Q8NCG7. HEK293T DAGLB membrane lysate, EnzChek fluorogenic substrate. inhibition, % at 5.17 µM. 0.059% of 340,000 active; in the data active means inhibition above about 34%;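 further: 0% = enzyme with vehicle and 100% = wells lacking enzyme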
Keap1-Nrf2 PPI: Keap1-Nrf2 protein-protein interaction inhibitors, primary screen, biochemical, fluorescence polarization, single point. 0.15% of 340,000 active. Keap1 Kelch-Nrf2 peptide fluorescence polarization, 1536-well. inhibition, % at 9.4 µM. Kelch-like ECH-associated protein 1 (Homo sapiens), Q14145. AID 504523, 2011; in the data active means inhibition above about 12%;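 further: human Keap1 Kelch domain with fluorescein labeled Nrf2 9mer peptide probe; 0% = neutral control wells and 100% = peptide positive control; higher means more block of Keap1 binding to Nrf2 peptide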
PKA-R2B activ: activators of PKA-R2B holoenzyme, primary screen, biochemical, fluorescence polarization, Cy5-IP20, human; activation, % at 11.4 µM; PKA-R2B holoenzyme dissociation; R2B truncated from residue 108, S112A mutant; 0% DMSO only, 100% 113 µM cGMP; 0.079% of 340,000 active; cAMP-dependent protein kinase catalytic subunit beta (Homo sapiens) + cAMP-dependent …;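 active means activation above a cutoff set at the mean over all compounds plus 3 SD, cut at about 18% in these data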;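 further: higher means more holoenzyme dissociation and a rise in polarization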
Target sequence (P31323 whole entry, looked up, other chains not shown, the tested form may be a part): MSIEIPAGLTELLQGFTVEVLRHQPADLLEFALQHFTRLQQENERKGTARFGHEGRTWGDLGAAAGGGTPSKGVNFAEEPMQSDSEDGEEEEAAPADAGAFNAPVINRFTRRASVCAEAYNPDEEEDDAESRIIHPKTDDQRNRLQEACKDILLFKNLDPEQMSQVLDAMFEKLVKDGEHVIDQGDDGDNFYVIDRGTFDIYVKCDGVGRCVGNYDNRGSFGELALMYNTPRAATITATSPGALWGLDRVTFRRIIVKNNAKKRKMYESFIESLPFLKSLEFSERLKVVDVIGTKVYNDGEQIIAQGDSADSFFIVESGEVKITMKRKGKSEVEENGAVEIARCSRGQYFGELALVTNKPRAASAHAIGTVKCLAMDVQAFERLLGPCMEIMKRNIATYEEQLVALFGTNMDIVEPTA
LANA DNA inh: inhibitors of KSHV C-LANA binding to DNA, primary screen, biochemical, fluorescence polarization, FAM-LBS DNA, MBP-C-LANA, single point; Kaposi's sarcoma herpesvirus LANA C-terminal domain (residues 932-1162) DNA binding; inhibition, % at 9 µM; 0.078% of 340,000 active; AID 504423, 2011;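 active means highest replicate inhibition at or above 60% at 9 µM, even if other replicates fall short; inactive means all replicates below 60% inhibition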;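 further: 0% = neutral control wells and 100% = 4 µM acridine orange control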
NSD2 inh: NSD2 histone methyltransferase inhibitors, primary screen, biochemical, AlphaScreen, single concentration, set 2 | inhibition, % at 12.5 µM | NSD2 peptide methylation, 120 min | Histone-lysine N-methyltransferase NSD2 (Homo sapiens), O96028 | AID 743445, 2014 | 0.54% of 310,000 active; in the data active means inhibition above about 50%
Arrestin-AP2 inh: inhibitors of beta-arrestin/AP2 binding, primary screen, biochemical, GPCR trafficking, flow cytometry | FITC-arrestin peptide / GST-AP2 beads; AP2 beta2 appendage carries R879A mutation | inhibition, % at 10 µM | 0.31% of 340,000 active | AID 504490, 2011;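 active means inhibition above a set limit, near 3 SD of compounds lacking own fluorescence, cut at about 54% in these data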;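 further: plate controls were DMSO wells for no effect and 5 µM unlabelled arrestin peptide for full effect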
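Material – AP2 appendage R879A on GSH beads · Buffer or medium – PBS with 0.05% Tween 20 and 0.1% BSA · Probe or stimulus – fluorescein-tagged arrestin peptide at 50 nM final · Incubation – compound with beads 12 min RT, then probe 1 h RT · Detection – high-throughput flow cytometry of beads, ex 488, em 535 nm · Evaluation – percent response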
SR-BI uptake up: activators of SR-BI mediated DiI-HDL uptake, primary screen, ldlA[mSR-BI] CHO cells, DiI fluorescence | 3 h; 100 = double the neutral-control signal | activation, % at 12.5 µM | 0.096% of 320,000 active | AID 504775, 2011;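 active means mean replicate activation of at least 60% and every replicate at or above 60%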;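 further: 0% = median plate neutral-control signal and 100% = twice that signal; values of inactives mirror those of a sister screen read the other way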
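System: CHO ldlA[mSR-BI] cells / Medium: HEPES-buffered (25 mM, pH 7.4) F12 plus 0.5% BSA / Probe or stimulus: labelled HDL, 10 µg/mL / Doses: single compound concentration, delivered by pin transfer / Schedule: 3 h, 37 °C / Measured by: DiI fluorescence, bottom read / Measure: cell-associated DiI fluorescence as measure of HDL uptake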
Cardiac RTF inh: cardiac RTF calcium sensitivity inhibitors, primary screen, biochemical, IANBD-TnC fluorescence, EC70 calcium | Troponin I, cardiac muscle (Homo sapiens) + Troponin T, cardiac muscle (Homo sapiens) + … | IANBD-labeled cardiac RTF, Ca2+ fluorescence | inhibition, % at 7.15 µM | 0.12% of 340,000 active | AID 493244, 2011;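 active means inhibition above the mean inhibition of all tested compounds plus 3 SD, cut at about 17% in these data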;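 further: assay run at fixed EC70 calcium of 1.6 mM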
SR-BI DiI inh: inhibitors of SR-BI mediated HDL lipid uptake, primary screen, ldlA[mSR-BI] cells, fluorescence, single point; ldlA[mSR-BI] CHO cells, DiI-HDL uptake fluorescence, 3 h; inhibition, % at 12.5 µM; 0.96% of 320,000 active; AID 488896, 2010;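 active means mean replicate inhibition of at least 70% and a set share of replicates each scoring 70 or more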;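 further: 0% = median of neutral control wells and 100% = median of positive control wells; values of inactives mirror those of a sister screen read the other way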
Target sequence (Q61009 whole entry, looked up): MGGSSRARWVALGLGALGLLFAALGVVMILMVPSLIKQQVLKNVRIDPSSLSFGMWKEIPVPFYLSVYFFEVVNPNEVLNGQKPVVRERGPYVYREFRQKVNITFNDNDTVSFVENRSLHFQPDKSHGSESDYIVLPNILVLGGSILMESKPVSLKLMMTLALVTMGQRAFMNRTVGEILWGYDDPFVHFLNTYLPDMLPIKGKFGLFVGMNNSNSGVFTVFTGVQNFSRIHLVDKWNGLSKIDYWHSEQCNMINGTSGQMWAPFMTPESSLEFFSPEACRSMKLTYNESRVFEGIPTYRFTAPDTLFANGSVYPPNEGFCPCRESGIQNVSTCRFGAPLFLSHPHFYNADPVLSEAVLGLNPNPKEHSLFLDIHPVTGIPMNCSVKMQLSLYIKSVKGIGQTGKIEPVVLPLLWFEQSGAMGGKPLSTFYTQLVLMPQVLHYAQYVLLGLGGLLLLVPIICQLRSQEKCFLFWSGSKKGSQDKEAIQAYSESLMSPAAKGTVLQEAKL
PvdQ acylase: P. aeruginosa PvdQ acylase inhibitors, primary screen, biochemical, fluorescence, plate reader and imaging, single point | purified PvdQ acylase | 0.063% of 340,000 active | inhibition, % at 10 µM; in the data active means inhibition above about 30%, passing the limit was not always enough;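 further: 0% = vehicle neutral wells and 100% = reference inhibitor wells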
* hit, by the source's call; . = not tested or not shown.

The opening 2 compounds as a preview:
SMILES	DAGLB inhibitor	Keap1-Nrf2 PPI	PKA-R2B activ	LANA DNA inh	NSD2 inh	Arrestin-AP2 inh	SR-BI uptake up	Cardiac RTF inh	SR-BI DiI inh	PvdQ acylase
CN(C)c1nnnn1Cc1ccc(Cl)cc1Cl	-1.7	-5.7	-4.8	-0.4	0.7	3.1	0.0	4.6	0.0	2.5
COc1ccc(N2CCN(C(=O)NCc3ccc(OC)c(OC)c3)CC2)cc1	-1.5	-3.2	9.3	-0.2	-0.7	18.7	3.7	7.3	-3.7	11.2

The whole of this part (from the top)
SMILES	DAGLB inhibitor	Keap1-Nrf2 PPI	PKA-R2B activ	LANA DNA inh	NSD2 inh	Arrestin-AP2 inh	SR-BI uptake up	Cardiac RTF inh	SR-BI DiI inh	PvdQ acylase
CN(C)c1nnnn1Cc1ccc(Cl)cc1Cl	-1.7	-5.7	-4.8	-0.4	0.7	3.1	0.0	4.6	0.0	2.5
COc1ccc(N2CCN(C(=O)NCc3ccc(OC)c(OC)c3)CC2)cc1	-1.5	-3.2	9.3	-0.2	-0.7	18.7	3.7	7.3	-3.7	11.2
CN(Cc1ccccc1)Cc1nc2c(c(=O)n(C)c(=O)n2C)n1CCc1ccccc1	-6.2	-3.2	-13.8	-0.6	-2.6	-6.0	20.2	0.6	-20.2	-7.2
N#Cc1ccc(C(=O)N2CCN(C(=O)C3CCCO3)CC2)cc1 (configuration not stated)	2.7	-8.2	-9.6	0.8	-3.3	-9.2	11.1	-0.7	-11.1	-4.5
Cc1ccc(N(C)C(=O)c2ccc(CNc3c(N4CCC(C)CC4)c(=O)c3=O)cc2)cc1	-0.3	3.2	-3.3	-1.0	-1.2	-13.1	.	-7.9	.	-10.4
S=C(NCC1CCCO1)N1CCN(Cc2ccccc2Cl)CC1 (configuration not stated)	-4.3	-4.7	2.4	-0.7	-1.8	22.5	-11.2	-16.1	11.2	-12.8
Cc1ccn2c(CN3CCOCC3)c(-c3ccccc3)nc2c1	0.2	1.6	0.6	-0.2	1.2	0.8	4.9	-9.3	-4.9	-15.6
CC(=O)N1CCN(C(=O)c2cccc(S(=O)(=O)N3c4ccccc4CC3C)c2)CC1 (configuration not stated)	1.2	-2.8	7.1	-1.0	-1.8	-6.2	-13.2	-6.2	13.2	7.1
C/C(=N\Nc1nncc2ccccc12)c1ccc(Cl)c([N+](=O)[O-])c1	3.4	-2.1	-1.4	-0.2	24.7	-2.8	3.7	-2.8	-3.7	-7.5
COc1cc(OC)c([N+](=O)[O-])cc1/C=N/NC(=O)c1ccncc1	0.6	-5.8	2.3	-0.5	80.5*	30.6	-7.3	0.5	7.3	-4.8
Cn1cc(C(=O)N/N=C/c2ccc([N+](=O)[O-])cc2)c2ccccc21	.	-2.4	.	-0.9	-0.6	2.2	-29.1	.	29.1	-11.4
O=c1[nH]c(-[n+]2ccccc2)c(/C=N/NC([S-])=Nc2ccccc2)s1	-1.6	17.0*	14.3	25.9	1.4	-7.8	.	-37.8	.	-8.1
COc1ccc2[nH]c(=O)c(-c3nnn(-c4ccc(F)cc4)n3)cc2c1	0.1	3.4	-7.1	-0.9	.	2.6	5.0	1.3	-5.0	3.5
COC(=O)c1cc2cc(Cl)ccc2nc1SC	-10.3	2.5	5.3	0.1	-0.2	9.8	-60.2	-2.5	60.2	-6.0
N#CC1=C(N)S[C@@H](C(=O)c2ccc(F)cc2)[C@@H]1c1cccs1	-2.8	6.2	-8.1	0.7	0.5	-10.9	-19.3	-3.4	19.3	-6.0
COc1cccc(CNC(=O)C2CCN(S(=O)(=O)c3ccc4c(c3)NC(=O)C(C)S4)CC2)c1 (configuration not stated)	-3.3	-6.4	2.0	-0.3	4.4	-6.4	-19.0	-0.5	19.0	-14.4
CCCC(c1nnnn1C1CCCC1)N1CCN(C(=O)c2ccco2)CC1 (configuration not stated)	0.3	-5.0	-3.6	2.0	1.4	2.4	11.7	-3.7	-11.7	-10.8
CCCCn1nnnc1SCC(=O)Nc1cccc(C)n1	3.6	0.7	4.0	1.6	4.8	4.6	36.7	-3.0	-36.7	-2.2
COc1cc(C(=O)Nc2ccc(F)cc2Cl)ccc1OCC(=O)N1CCOCC1	-0.9	-1.2	-8.5	-0.8	-1.9	46.2	21.6	-2.7	-21.6	9.1
O=C(O)c1ccc2c(c1)-c1cc(C(=O)O)ccc1S2(=O)=O	0.8	-4.2	-5.5	0.3	-13.2	-13.9	5.0	-9.5	-5.0	-3.5
COc1cc(-c2nc(Cc3c(F)cccc3Cl)no2)cc(OC)c1OC	-0.2	-1.2	-0.1	-0.8	-1.5	0.1	-42.3	-7.5	42.3	3.2
O=C(CSc1nc(O)c(C2CCCCC2)c(=O)[nH]1)Nc1ccccc1Cl	-1.7	-1.2	-0.6	-0.3	0.0	4.4	.	-19.4	.	-9.9
Fc1ccc(CN2CCCCCC2)c(F)c1	-0.8	4.0	-12.7	1.1	-0.1	0.3	10.6	-6.1	-10.6	-6.0
CCCN1CCN(C(=O)c2noc3c2COc2ccc(C)cc2-3)CC1	-9.2	5.6	4.4	-0.4	.	3.8	12.2	-0.5	-12.2	-15.5
O=C(CC1SC(=NC2CCCCC2)NC1=O)Nc1ccccc1 (configuration not stated)	-0.9	-3.0	-4.5	-0.6	-1.2	2.2	16.3	9.0	-16.3	-9.0
CC(=O)N[C@H]1[C@H]([C@H](O)[C@H](O)CO)O[C@](O)(C(=O)O)C[C@@H]1O	1.6	1.1	-0.1	0.9	.	1.5	2.4	2.3	-2.4	-3.7
CCC/C=C(\CCC)C(NC(=O)OCC(C)C)c1ccc(C(=O)OC)cc1 (configuration not stated)	-20.6	-2.8	8.0	0.1	.	-3.6	-28.5	1.0	28.5	-11.0
O=C(/C=C/c1ccc(S(=O)(=O)NCc2ccco2)cc1)NCc1ccccc1Cl	-3.5	-3.5	2.4	-1.0	-0.2	21.3	-39.4	8.6	39.4	4.0
CC1CC(C)CN(C(=O)COc2ccc(-c3nnco3)cc2)C1 (configuration not stated)	1.2	-4.9	-4.7	-2.5	1.9	-0.3	-13.6	-11.3	13.6	-5.0
CCC(C)(C)n1nnnc1C(c1ccc(C)cc1)N1CCN(Cc2cccnc2)CC1 (configuration not stated)	-1.9	-4.4	-4.2	-1.2	0.1	21.3	8.7	-2.9	-8.7	-3.2
COc1ccc(CN(CCN(C)C)Cc2ccccc2)c(OC)c1	-2.0	-1.8	-8.9	1.7	0.1	3.3	6.3	-2.4	-6.3	-16.1
Cc1sc(NC(=O)Cc2ccc3c(c2)OCO3)nc1-c1ccc2c(c1)CCN2C(=O)c1ccc(F)cc1	-0.7	-3.7	12.1	3.1	19.5	36.9	-44.1	13.2	44.1	0.1
COc1ccccc1N1CCN(C(=O)c2ccccc2Oc2ccccc2)CC1	-2.5	-8.7	5.7	-1.5	2.0	-5.2	1.2	-2.0	-1.2	-15.7
CN(Cc1nc2ccccc2c(=O)[nH]1)C(=O)COc1ccccc1Cc1ccccc1	0.8	-0.9	0.9	-0.2	2.2	4.8	11.8	-0.2	-11.8	-8.6
COc1ccccc1C1C(C#N)=C(N)N(c2cccnc2)C2=C1C(=O)CC(C)(C)C2 (configuration not stated)	1.3	-4.0	-1.3	0.2	4.3	-1.7	-1.6	-5.6	1.6	-11.5
CCOC(=O)C1=C(C)OC(N)=C(C#N)C1C1CCCCC1 (configuration not stated)	-1.0	-1.7	-7.7	0.1	-2.9	-18.3	-28.8	-22.0	28.8	-18.5
COc1ccccc1Nc1ncccc1[N+](=O)[O-]	17.4	0.4	-1.7	-2.0	33.7	-14.9	13.1	-6.4	-13.1	-3.4
C#CC(CC)(CC)NC(=O)c1c(C)noc1C	-0.8	-3.3	0.8	0.9	3.1	3.2	9.1	-2.1	-9.1	-8.1
COc1ccc(-c2cc(C(F)(F)F)nc(-n3cncn3)n2)cc1	-5.1	-1.5	-12.1	-1.1	2.0	1.6	-20.2	1.5	20.2	11.2
Fc1ccc(C2=Nn3c(nnc3-c3n[nH]c4c3CCC4)SC2)cc1	3.8	0.5	7.3	-2.4	.	-0.6	-2.2	1.3	2.2	-9.1
CC1CCc2c(sc3ncn(N)c(=N)c23)C1 (configuration not stated)	-0.8	-2.9	0.2	-1.1	0.9	7.8	.	-9.2	.	-3.6
COC(=O)c1c(NC(=O)CSc2nnc(-c3cccnc3)n2Cc2ccco2)sc(C)c1C	-2.4	-5.5	-14.5	1.0	-2.4	3.3	.	-2.5	.	-14.1
CC(C)c1ccc(/C=C/C(=O)N2CCCCCC2)cc1	-3.9	-3.8	-4.4	1.8	-1.1	7.1	-15.7	-5.1	15.7	-5.5
COC(c1ccccc1)c1nnc(CCC(=O)N(C)CCc2ccccc2)o1 (configuration not stated)	0.3	-5.5	0.3	-0.2	-0.1	-5.4	15.1	-15.8	-15.1	-1.2
O=C(N/N=C/c1cccc2ccccc12)c1ccc(CN2CCOCC2)cc1	-2.9	-4.8	4.6	-0.1	3.5	1.8	-60.8	-8.9	60.8	-26.8
COc1ccc(OC)c(/C=N/NC(=O)c2csc3ccccc23)c1	-3.2	-0.8	0.9	1.1	2.8	3.9	-40.1	4.5	40.1	-3.2
Cc1ccc(-n2nc3ccc(NC(=S)NC(=O)/C=C/c4ccco4)cc3n2)cc1	16.4	-0.4	2.9	-0.3	-1.7	-9.4	-19.2	-15.2	19.2	-10.7
O=C(CCNS(=O)(=O)c1ccc(Br)cc1)NNC(=O)C1COc2ccccc2O1 (configuration not stated)	0.2	-3.7	15.4	-0.9	0.3	1.3	-3.1	-3.0	3.1	7.5
CC1(C)Cc2ccccc2C(Nn2cnnc2)=N1	3.1	3.1	-8.4	0.7	3.4	-3.3	12.6	-5.4	-12.6	4.3
Cc1[nH]nc(SCC(=O)NC2CCCCC2)c1[N+](=O)[O-]	-0.4	-4.7	-0.8	-0.9	.	10.9	.	-5.7	.	-11.7
